# Source: PubChem (several laboratories)
# TLR9-MyD88 inh = inhibitors of TLR9-MyD88 association in cells, primary screen, cell-based, CHO, BLA complementation, fluorescence. Toll-like receptor 9 (Homo sapiens) + Myeloid differentiation primary response protein …. inhibition, % at 4.98 µM. CCF4 FRET ratio. 340,000 tested, 0.21% active;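 active = inhibition above the mean over all tested compounds plus 3 SD, cut at about 21% in these data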;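 note: 0% = DMSO only wells and 100% = clavulanate BLA inhibitor control wells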
# SRC3 inh = SRC3 coactivator transcriptional activity inhibitors, primary screen, cell-based, luminescence; HEK293 GAL4-SRC3 luciferase reporter; 360,000 tested, 0.17% active; inhibition, % at 3.6 µM; Nuclear receptor coactivator 3 (Homo sapiens), Q9Y6Q9;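 active = inhibition above a per-campaign cutoff, the mean of all compounds plus 3 SD, cut at about 60% in these data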;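 note: 0% = DMSO-treated cells and 100% = gossypol-treated cells at 36 µM; higher means less SRC3-driven luciferase light from the GAL4 reporter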
# NR2F2 inh = NR2F2 transcriptional activity inhibitors, primary screen, cell-based, luciferase reporter, HEK293T, luminescence | inhibition, % at 8.6 µM | 370,000 tested, 0.7% active | HEK293T NGFI-A luciferase reporter | COUP transcription factor 2 (Homo sapiens), P24468;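 active = inhibition above a per-plate cutoff, mean inhibition of test wells between control levels plus 3 SD, cut at about 38% in these data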;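 note: cells cotransfected with COUP-TFII expression vector driving the NGFI-A reporter; 0% = median of COUP-TF2 test wells and 100% = reporter-only cells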
# Target sequence (P24468 whole entry, looked up): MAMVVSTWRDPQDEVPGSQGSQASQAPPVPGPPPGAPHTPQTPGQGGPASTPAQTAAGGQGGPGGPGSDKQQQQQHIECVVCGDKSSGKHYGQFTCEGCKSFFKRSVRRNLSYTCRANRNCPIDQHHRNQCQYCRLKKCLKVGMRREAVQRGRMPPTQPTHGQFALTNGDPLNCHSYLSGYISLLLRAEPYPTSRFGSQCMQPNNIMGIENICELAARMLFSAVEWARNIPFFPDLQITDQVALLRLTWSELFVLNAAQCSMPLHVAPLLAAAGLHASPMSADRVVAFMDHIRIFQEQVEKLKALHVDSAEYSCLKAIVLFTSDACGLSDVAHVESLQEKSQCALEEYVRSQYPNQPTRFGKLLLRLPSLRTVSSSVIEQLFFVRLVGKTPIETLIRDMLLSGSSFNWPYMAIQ
# SRC2 inh = inhibition of GAL4-SRC2 driven luciferase reporter, primary screen, SRC2 inhibitor project, cell-based, luminescence; Nuclear receptor coactivator 2 (Homo sapiens), Q15596; 370,000 tested, 0.17% active; HEK293 GAL4-SRC2 luciferase reporter; inhibition, % at 9 µM;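 active = inhibition above the mean inhibition of all tested compounds plus 3 SD, set per campaign, cut at about 52% in these data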;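 note: 0% = DMSO treated cells and 100% = cells given Gossypol at 36 µM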
# NCOA1 inh = SRC1 coactivator transcriptional activity inhibitors, primary screen, cell-based, luminescence; HEK293 GAL4-SRC1 luciferase reporter; 360,000 tested, 0.12% active; inhibition, % at 3.6 µM;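 active = inhibition above the campaign mean plus 3 SD, with each screening campaign given its own cutoff, cut at about 60% in these data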;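 note: 0% = DMSO treated cells and 100% = gossypol at 36 µM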
# TRAIL sens C8 = viability loss with TRAIL in NB7+C8 cells, primary screen, TRAIL sensitizer project, cell-based, ATPlite luminescence; inhibition (viability loss, TRAIL sensitization), % at 10 µM; 360,000 tested, 1% active;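 active = compounds causing at least 50% loss of cell viability in the single-dose screen, relative to plate controls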
# NOD2 RIPK2 PPI = NOD2-RIPK2 binding disruptors in cells, primary screen, fluorescence, CHO cells, BLA complementation; 360,000 tested, 0.38% active; Receptor-interacting serine/threonine-protein kinase 2 (Homo sapiens), O43353; CCF4 ratio; inhibition, % at 4.98 µM; in the data active = inhibition above about 21%;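 note: 0% = vehicle only and 100% = reference blocker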
# Target sequence (O43353 whole entry, looked up): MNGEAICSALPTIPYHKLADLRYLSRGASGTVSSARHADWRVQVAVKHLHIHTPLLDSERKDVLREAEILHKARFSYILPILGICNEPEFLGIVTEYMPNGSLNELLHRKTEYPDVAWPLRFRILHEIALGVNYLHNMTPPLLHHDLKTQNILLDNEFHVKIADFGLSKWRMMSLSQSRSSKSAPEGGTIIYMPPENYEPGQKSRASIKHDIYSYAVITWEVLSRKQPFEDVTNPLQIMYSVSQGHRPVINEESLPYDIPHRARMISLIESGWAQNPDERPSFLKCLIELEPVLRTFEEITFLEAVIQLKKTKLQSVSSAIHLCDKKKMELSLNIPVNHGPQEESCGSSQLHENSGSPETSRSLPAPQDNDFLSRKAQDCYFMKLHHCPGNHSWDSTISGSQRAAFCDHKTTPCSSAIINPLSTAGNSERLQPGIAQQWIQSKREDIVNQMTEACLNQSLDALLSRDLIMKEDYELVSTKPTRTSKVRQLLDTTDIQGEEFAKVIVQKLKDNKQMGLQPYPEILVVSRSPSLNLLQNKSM
# TROY NFkB inh = inhibitors of TROY-driven NF-kB signaling, primary screen, Q293 LMP1-TROYcd cells, NF-kB luciferase, uHTS; inhibition, % at 10 µM; 360,000 tested, 0.98% active; AID 1347056, 2019; Q293 LMP1-TROYcd NF-kB luciferase reporter, 4 h;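 active = compounds whose plate-normalised and pattern-corrected inhibition of the luciferase reporter signal at the single screening dose is 50% or more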
# Vif imaging = HIV Vif self-association inhibitors, primary screen, imaging, HEK293T, single point; 340,000 tested, 0.35% active; HEK293T cells, Vif self-association by quenched fluorescence, 24 h; inhibition, % at 7.49 µM; in the data active = inhibition above about 50%, passing the limit was not always enough; inconclusive = no clear call, values can overlap the other calls; inactive = below about 31%; note: some results filed as inactive read as strong as hits
# LRH-1 inv ag = LRH-1 (NR5A2) inverse agonists, primary screen, cell-based, luminescence, HEK293T, StAR-luciferase reporter; LRH-1 transfected, 24 h; inhibition, % at 3.6 µM; AID 602396, 2012; 360,000 tested, 0.13% active;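 active = inhibition above the mean inhibition of all tested compounds plus 3 SD, cut at about 73% in these data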;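 note: 0% = DMSO wells and 100% = reporter-only cells lacking LRH-1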
# EBV LMP1 NFkB = EBV LMP1-driven NF-kappaB luciferase reporter inhibitors, primary screen, cell-based, luminescence, single point; LMP1-induced NF-kappaB luciferase reporter cells; inhibition, % at 12.5 µM; 350,000 tested, 0.69% active; in the data active = inhibition above about 41%; inconclusive = no clear call, values can overlap the other calls;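 note: 0% = neutral control wells and 100% = reference inhibitor control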
# Starred values were filed as active, the others as inactive; ? = inconclusive; · = not tested or not shown. The list is partial, so the mix of outcomes need not match the whole.
SMILES,TLR9-MyD88 inh,SRC3 inh,NR2F2 inh,SRC2 inh,NCOA1 inh,TRAIL sens C8,NOD2 RIPK2 PPI,TROY NFkB inh,Vif imaging,LRH-1 inv ag,EBV LMP1 NFkB
Cc1ccccc1Nc1ncnc(N)n1,-6,6,17,-39,9,1,6,2,10,-9,-1
O=C(Nc1nc(-c2cc(Cl)sc2Cl)cs1)c1ccccc1,-13,-26,-23,3,-33,27,3,-9,-11,-34,-8
CC(=O)Nc1cccc(NC(=O)CSc2nnnn2Cc2ccccc2)c1,-3,3,13,-24,-7,-2,-5,13,-1,-3,2
Cc1sc2nc(CSCC(=O)Nc3c(Cl)cccc3Cl)[nH]c(=O)c2c1C,0,9,-6,10,9,-9,-7,-17,2,-12,2
Cc1nc2sccn2c(=O)c1S(=O)(=O)Nc1ccc(N2CCN(C(=O)C(C)C)CC2)cc1,-1,4,-18,2,-1,0,-11,4,5,19,-11
O=C(Nc1ccccc1OC(=O)c1ccccc1)c1ccccc1,-2,2,11,-1,-13,21,4,18,10,15,24
CCOC(=O)C1=C(C)Nc2nc3ccccc3n2C1c1cccs1 (stereo not drawn),-14,20,-5,6,11,-3,-7,2,-2,21,-9
O=C(Cc1ccccc1)Nc1cccc(N2C(=O)C=CC2=O)c1,13,-15,0,7,-1,9,11,0,4,-27,-8
Clc1ccc(Nc2ncn[nH]2)cc1,-2,-2,-16,-11,-14,-10,2,-1,1,-2,5
CC(C)(C)c1ccc(Oc2ccc(N)cc2)cc1,0,82*,100*,92*,74*,-2,-11,86*,1,81*,-24
CSc1nnc(N2C(=O)C(O)=C(C(=O)c3ccco3)C2c2ccccc2F)s1 (stereo not drawn),-7,-31,2,-17,-23,18,-1,-2,1,-58,-3
Fc1cccc(Cl)c1CSc1nnc(COc2cccc3cccnc23)o1,-3,15,16,-2,6,-7,0,-5,-4,-11,1
CC(=O)c1cc2c(cc1NC(=O)C1CN(C(C)=O)c3ccccc3O1)OCO2 (stereo not drawn),-4,-18,2,-2,-31,0,-2,-15,2,7,-12
Cc1cc(O)c(-c2cc(C(=O)NCCc3ccc(S(N)(=O)=O)cc3)[nH]n2)cc1C,10,2,10,13,-4,6,-1,11,-3,2,-12
NC(=O)CSc1nnc(-c2ccc3c(c2)OCO3)o1,·,-79,-36,-36,-110,16,-3,-35,-1,-129,-24
COc1ccc(C2=NOC(COc3ccc4c(C)cc(=O)oc4c3)C2)c(OC)c1 (stereo not drawn),·,10,11,-27,1,27,2,-11,7,7,·
O=C(Nc1cccnc1)c1cc2nc(C3CC3)cc(C(F)(F)F)n2n1,6,4,-4,-33,-20,-3,-16,5,7,-29,-6
CCCCCN(C(=O)NC(=O)Nc1ccc(C)cc1C)S(C)(=O)=O,-9,11,-4,0,8,-6,3,2,-11,-6,0
CCC(C(=O)NC1CCCC1)N(C(=O)Cn1nnc(-c2ccc(C)o2)n1)c1ccc(OC)cc1 (stereo not drawn),-5,6,-11,-4,-7,3,-1,13,13,11,6
CS(=O)(=O)N1CCN(c2cnn(-c3ccccc3)c(=O)c2Cl)CC1,-3,2,0,-23,1,1,-20,1,4,-6,-13
Cc1cc(C(=O)CCl)c(C)n1CCc1ccc(Cl)cc1,-5,11,-5,21,-10,-17,-4,13,1,9,3
CCOc1ccc(/C=N/NC(=O)c2nnn(-c3nonc3N)c2COc2ccc(F)cc2)cc1,6,19,5,-20,13,-9,2,6,9,15,7
COc1ccc2nc(NC(=S)NC(=O)c3ccco3)sc2c1,1,-38,-17,-66,-99,72*,3,51*,1,-54,-3
C/C(=N\OCC(=O)Nc1ccccc1Br)c1cccs1,3,-20,-7,-15,-35,8,4,-25,-5,-30,10
CCN1C(=O)[C@H]2[C@@H](c3ccc(-c4cc(C(C)=O)cs4)cc3)N[C@@](Cc3ccccc3)(C(=O)OC)[C@H]2C1=O,-14,-4,-2,-19,1,20,2,-11,-4,-22,-45
COc1cccc(CNC(=O)CN2CCC(c3nc4ccc(C)cc4[nH]3)CC2)c1,-12,-28,7,-12,-16,-1,1,-4,-6,6,2
CC(C)C(=O)Nc1nc2c(ncn2C2CC(O)C(CO)O2)c(=O)[nH]1 (stereo not drawn),2,3,21,-5,-1,-5,-12,6,-2,1,-1
CCCCn1c(N)c(N(CC)C(=O)c2ccccc2F)c(=O)[nH]c1=O,-3,15,-14,-7,-27,-16,7,-10,1,-5,2
CCC(C(=O)NC1CCCC1)N(Cc1ccco1)C(=O)Cn1nnc(-c2ccc(C)cc2)n1 (stereo not drawn),-3,7,0,-9,2,-10,5,-6,-4,-6,-6
CC1=CC(C)C2C(=O)N(c3ccccc3)C(=O)C2C1 (stereo not drawn),4,-4,-5,-19,0,0,-12,-6,?,2,0
Cc1ccccc1CNS(=O)(=O)c1c(C(=O)N2CCCC2)c(C)n(C)c1C,-11,8,-4,3,5,-21,0,7,-3,-6,0
O=C(c1cccc(F)c1F)N1CCCC1,-3,8,14,-8,0,-13,-14,8,-10,-4,-1
CCOC(=O)COn1c(=O)c(-c2ccc(OCC)cc2)[n+]([O-])c2ccccc21,-1,-72,-43,-35,-43,30,-4,-46,10,-35,9
O=C(CSc1cccs1)Nc1ccc2ccccc2c1,-11,-70,-56,-32,-68,8,3,-78,-2,-131,-20
Nc1cc(=O)nc2cn[nH]n12,12,-7,1,-5,-4,3,9,5,-7,1,1
O=C(c1ccccc1)N1CCCOC1c1ccccc1 (stereo not drawn),6,-13,9,-9,6,7,-8,-9,0,7,11
O=C(NNS(=O)(=O)c1ccc([N+](=O)[O-])cc1)C(=O)Nc1cccc(C(=O)O)c1,4,11,-3,-13,-2,-6,3,-4,-4,17,0
Cc1ccc(-c2nnc3c4ccccc4c(C)nn23)cc1S(=O)(=O)N1CCN(C)CC1,-4,-14,-7,-33,0,1,-7,-8,-4,0,-17
CSc1nc(C)c(C(=O)C[n+]2ccc(C)cc2)cc1C#N,-5,5,-29,-11,-7,6,-17,-13,0,13,-4
COc1cc(C(=O)NC(=S)Nc2ccc3c(c2)C(=O)N(C)C3=O)cc(OC)c1OC,-8,8,0,-3,7,-13,8,12,1,4,6

# Copied from the entries so far for reference:
SMILES,TLR9-MyD88 inh,SRC3 inh,NR2F2 inh,SRC2 inh,NCOA1 inh,TRAIL sens C8,NOD2 RIPK2 PPI,TROY NFkB inh,Vif imaging,LRH-1 inv ag,EBV LMP1 NFkB
CCOc1ccc(/C=N/NC(=O)c2nnn(-c3nonc3N)c2COc2ccc(F)cc2)cc1,6,19,5,-20,13,-9,2,6,9,15,7
COc1ccc2nc(NC(=S)NC(=O)c3ccco3)sc2c1,1,-38,-17,-66,-99,72*,3,51*,1,-54,-3
C/C(=N\OCC(=O)Nc1ccccc1Br)c1cccs1,3,-20,-7,-15,-35,8,4,-25,-5,-30,10
CCN1C(=O)[C@H]2[C@@H](c3ccc(-c4cc(C(C)=O)cs4)cc3)N[C@@](Cc3ccccc3)(C(=O)OC)[C@H]2C1=O,-14,-4,-2,-19,1,20,2,-11,-4,-22,-45
COc1cccc(CNC(=O)CN2CCC(c3nc4ccc(C)cc4[nH]3)CC2)c1,-12,-28,7,-12,-16,-1,1,-4,-6,6,2
CC(C)C(=O)Nc1nc2c(ncn2C2CC(O)C(CO)O2)c(=O)[nH]1 (stereo not drawn),2,3,21,-5,-1,-5,-12,6,-2,1,-1
CCCCn1c(N)c(N(CC)C(=O)c2ccccc2F)c(=O)[nH]c1=O,-3,15,-14,-7,-27,-16,7,-10,1,-5,2
CCC(C(=O)NC1CCCC1)N(Cc1ccco1)C(=O)Cn1nnc(-c2ccc(C)cc2)n1 (stereo not drawn),-3,7,0,-9,2,-10,5,-6,-4,-6,-6
CC1=CC(C)C2C(=O)N(c3ccccc3)C(=O)C2C1 (stereo not drawn),4,-4,-5,-19,0,0,-12,-6,?,2,0
Cc1ccccc1CNS(=O)(=O)c1c(C(=O)N2CCCC2)c(C)n(C)c1C,-11,8,-4,3,5,-21,0,7,-3,-6,0
O=C(c1cccc(F)c1F)N1CCCC1,-3,8,14,-8,0,-13,-14,8,-10,-4,-1

# Continued:
SMILES,TLR9-MyD88 inh,SRC3 inh,NR2F2 inh,SRC2 inh,NCOA1 inh,TRAIL sens C8,NOD2 RIPK2 PPI,TROY NFkB inh,Vif imaging,LRH-1 inv ag,EBV LMP1 NFkB
O=C(C1CCCN(c2ncnc3c2nc2n3CCCCC2)C1)N1CCN(c2ccccc2F)CC1 (stereo not drawn),2,16,7,12,-4,9,-7,17,-2,13,-1
Cc1ccc(N=C2NC(=O)/C(=C\c3ccc(C)s3)S2)cc1,-1,20,9,14,-10,-2,-4,-37,0,0,0
CCCn1nc(NC(=O)C2CCCO2)c2cc3cc(C)ccc3nc21 (stereo not drawn),1,-57,-20,-39,-48,-5,4,-16,-2,-86,-24
COc1ccccc1OCCCCN1CCCCC1,1,-14,5,-2,8,4,3,-2,21,13,-3
Cc1ccc(C(=O)NNC(=O)Cc2cccs2)cc1,-8,-5,-7,-26,-20,8,0,-42,-1,-16,-11
CCN(CC)S(=O)(=O)c1ccc2c3c(cccc13)C(=O)N2,-2,-21,0,3,8,-14,-1,21,-13,3,6
COCc1cccc(-c2csc(C(N)c3ccc(F)c(F)c3)n2)c1 (stereo not drawn),·,-14,-15,-1,-5,-4,-6,-16,15,5,·
Cc1cc(C)cc(-c2nnc(SCC(=O)NC3CC3)o2)c1,-6,-4,-7,-7,-13,1,1,-34,-5,-3,-3
CC(C)OC(=O)CSc1nnc2n1C(C)(C)Cc1ccccc1-2,1,1,1,-28,-18,11,-9,-13,-3,-6,0
C=CCOc1cccn2c(N(C)C(=O)c3ccccc3F)c(CC)nc12,·,5,·,·,14,5,-2,-10,·,14,·
CC(=O)c1ccc(OCC(=O)Nc2nnc(C3CC3)s2)cc1,0,-15,-11,1,-3,-12,4,-2,-5,24,2
Cc1ccc(S(=O)(=O)NC(=O)C2(C)CCN2C(=O)c2c(C)noc2C)cc1 (stereo not drawn),·,-50,-6,-19,3,-7,-9,-8,2,-17,·
